GLP-1R agonist: GLP-1 receptor (human) agonism. HEK293 GLP-1R CRE-luciferase, luminescence, 4-6 h; cells express a hypersensitive GLP-1R form. hit rate 0.007% among 380,000. Potency, µM (doses to about 45.6 µM), for the others: top-dose activation, actives largely listed as activators. AID 624172. P43220; further: % of control where 0% means no effect
Target sequence (P43220 whole entry, looked up): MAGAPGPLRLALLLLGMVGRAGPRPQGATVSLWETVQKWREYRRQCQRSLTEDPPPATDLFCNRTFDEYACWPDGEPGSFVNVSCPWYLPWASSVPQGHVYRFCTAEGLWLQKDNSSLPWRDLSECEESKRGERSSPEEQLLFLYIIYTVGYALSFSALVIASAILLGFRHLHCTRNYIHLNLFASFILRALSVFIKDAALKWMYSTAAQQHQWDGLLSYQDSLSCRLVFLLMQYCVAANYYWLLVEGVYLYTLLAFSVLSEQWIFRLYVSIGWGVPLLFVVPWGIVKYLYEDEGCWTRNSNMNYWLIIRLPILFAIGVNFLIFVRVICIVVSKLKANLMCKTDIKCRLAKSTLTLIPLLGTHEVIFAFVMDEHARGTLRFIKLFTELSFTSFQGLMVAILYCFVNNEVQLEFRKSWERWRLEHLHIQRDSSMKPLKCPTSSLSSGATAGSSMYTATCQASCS
HT1080 IDH1KD tx: toxicity to HT-1080 IDH1 knockdown cells (counter line); hit rate 2% among 360,000; HT-1080 IDH1 knockdown viability, ATP luminescence, 48 h; Potency, µM (top dose mostly 46.1 µM), inactives show at the top dose activity, negative = toxicity, actives largely listed as cytotoxic; AID 686971;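 further: 0% = DMSO wells and -100% = cell-free medium wells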
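Viability of IDH1-knockdown HT-1080 fibrosarcoma cells was assessed by CellTiter-Glo after 48 h at 37 °C with titrated compound; concentration-effect curves were classified by fit quality and response size.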
KB-3-1 cytotox: kills parental KB-3-1 adenocarcinoma cells; Potency, µM (series often up to 46.1 µM), for the others: at the highest dose activity change, negative = cytotoxic, actives largely listed as cytotoxic; hit rate 1.4% among 400,000; KB-3-1 viability, CellTiter-Glo ATP luminescence, 72 h; AID 1347075; further: on the % scale 0 is the no-effect control and ±100 the full control effect; nearly all actives have a fitted effect of over 60% in size
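Cells are dispensed, compounds pinned in, plates held at 37 °C for 72 h, then CellTiter-Glo is added and luminescence read after 10 minutes. Cell line: parental KB-3-1 in phenol-red-free DMEM, 10% FBS.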
KB-V1 cytotox: kills drug-selected multidrug resistant KB-V1 cells. hit rate 3.4% among 400,000. KB-V1 MDR cells viability, CellTiter-Glo, 72 h. Potency, µM (top dose mostly 46.1 µM), inactives show top-dose activity change, negative = cytotoxicity, hits mostly cytotoxic; further: on the % scale 0 is the no-effect control and ±100 the full control effect; nearly all actives have a fitted effect of over 60% in size
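Drug-selected KB-V1 cells, grown in DMEM lacking phenol red with 10% FBS, receive compound titrations; after three days at 37 degrees C, surviving cell ATP is quantified by CellTiter-Glo luminescence and responses normalized and curve-fitted.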
SW480 rereplic: inducers of DNA re-replication in SW480 colon cancer cells. SW480 DNA re-replication, Hoechst DNA content imaging, 48 h. Potency, µM (highest dose often 46.1 µM), for inactives: at the top dose re-replication activation, usual class: activators. hit rate 1.8% among 340,000; further: % of control where 0% means no effect; nearly all actives have a fitted effect of over 55% in size
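Hoechst fluorescence of nuclei (405 nm excitation, 500-530 nm emission) measured by plate-scanning imager after 48 hr compound exposure at 37 C; re-replication scored as increased number of nuclei with elevated intensity.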
GLP-1R inv ag: inverse agonists of human GLP-1 receptor. hit rate 1.6% among 410,000. AID 624417. HEK293 GLP-1R CRE-luciferase, luminescence, 24 h; GLP-1R form is constitutively active. Potency, µM (titrated, usually from 38.3 µM), inactives show at the top dose activity change, negative = inhibition, usual class: inhibitors; further: on the % scale 0 is the no-effect control and ±100 the full control effect; nearly all actives have a fitted effect of over 55% in size
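HEK293 cells stably co-expressing constitutively active GLP-1R and a cAMP-responsive luciferase reporter were seeded in DMEM with 10% Nu serum, given compounds after 12 h, and incubated 24 h at 37 deg C. Luminescence was then read.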
GLP1R cytotox: cytotoxicity counter-screen for GLP-1 receptor inverse agonists; HEK293 cAMP-luciferase reporter cells, luminescence, 24 h; Potency, µM (highest dose often 38.3 µM), inactives show top-dose activity change, negative = inhibition, usual class: inhibitors; hit rate 0.13% among 410,000;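 further: loss of luciferase light is scored as toxicity; on the % scale 0 is the no-effect control and ±100 the full control effect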
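Step one: seed cells (200 cells/uL, DMEM with 10% Nu serum, 1% pen-strep). Step two: 12-hour incubation at 37 deg C. Step three: pin 23 nL compound, incubate 24 hr. Step four: add luciferase reagent, read luminescence 12 min later.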
HT1080-NT tox: kills 2HG-producing HT-1080-NT fibrosarcoma cells; HT-1080-NT fibrosarcoma viability, CellTiter-Glo ATP luminescence, 48 h; Potency, µM (highest dose often 46.1 µM), inactives show at the top dose activity, negative = less viability, usual class: cytotoxic; hit rate 1.6% among 360,000; AID 686970;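 further: NT is the 2HG producing partner of a matched IDH1 knockdown line; 0% = DMSO-treated cells and -100% = media-only wells without cells; nearly all actives have a fitted effect of over 55% in size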
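Viability of the 2HG-overproducing fibrosarcoma line after 48 hours of compound exposure at 37 degrees C was determined by luminescence with CellTiter-Glo, and concentration-effect curves were then fitted and categorized.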
TDP43 rescue: TDP-43 toxicity inhibition in yeast | hit rate 1.8% among 410,000 | TDP-43 expressing yeast growth rescue, BacTiter-Glo, 24 h | AID 652104 | Potency, µM (doses to about 46.1 µM), for inactives: at the top dose growth rescue (activation), actives largely listed as activators; further: % of control where 0% means no effect; nearly all actives have a fitted effect of over 50% in size
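Luminescence from BacTiter-Glo reports growth of TDP-43-expressing yeast after 24 hr at 30 deg C with compound. Cells were raffinose-pregrown to mid-log, then seeded in galactose medium at OD600=0.02.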
An asterisk follows results filed as active; u = inconclusive; x = not tested or not shown; [ ] = another dose, or the depositor's remark. The call rests on the fitted dose curve; in most records, active means well fitted curve in the direction sought with a large enough effect; inconclusive means small, poorly fitted or top-dose-only effect, or another doubt; inactive means no such curve, though single readings can be large; an effect the other way counts as inactive or inconclusive. Potency means the concentration at half of the fitted maximal effect.

structure,GLP-1R agonist,HT1080 IDH1KD tx,HT1080-NT tox,KB-3-1 cytotox,KB-V1 cytotox,SW480 rereplic,GLP-1R inv ag,GLP1R cytotox,TDP43 rescue
CCN(CC)C(=O)c1ccc(Cn2cc([N+](=O)[O-])cn2)o1,3%,-2%,-3%,-3%,5%,u,6%,4%,-14%
CCOc1ccc2nc(N3CCCC(C(=O)NCCCOC)C3)sc2c1 (stereo not drawn),x,x,x,4%,7%,x,-7%,0%,0%
COc1ccc(NC(=O)C2CCCN2C(=O)OC(C)(C)C)cc1 (stereo not drawn),13%,4%,-3%,-5%,16%,-1%,5%,-13%,0%
COc1ccccc1C(=O)N1CCN(c2cccc(C(F)(F)F)c2)CC1,1%,9.2µM*,15µM*,5.2µM*,2.9µM*,23µM*,u,u,14µM*
O=C(NCc1cccnc1)c1nc(-c2ccc(C(F)(F)F)cc2)no1,6%,-5%,-1%,-23%,-8%,-1%,-4%,14%,-3%
COc1ccc(CNC(=O)C(c2ccc(C)o2)N(Cc2cccs2)C(=O)Cc2cccs2)cc1 (stereo not drawn),-6%,-22%,u,u,15µM*,21%,8.9µM*,u,-7%
Cc1ncc([N+](=O)[O-])n1CC(=O)NC(C)(C)C,6%,12%,21%,9%,u,-3%,16%,-1%,0%
Cc1cccc(OCCC(=O)Nc2cc(S(=O)(=O)N3CCCCC3)ccc2N2CCOCC2)c1,5%,-7%,-3%,-2%,u,32%,-37%,-15%,-4%
Cc1ccc(/C=N/OC(=O)c2nn(C)cc2Cl)cc1,6%,10%,13%,4%,1%,-1%,0%[7.66 µM],8%[7.66 µM],u
Clc1ccc2nc(-c3ccccc3)c(Cc3ccsc3)n2c1,15%,6%,-6%,0%,13%,x,0%,-10%,22%

More structures
structure,GLP-1R agonist,HT1080 IDH1KD tx,HT1080-NT tox,KB-3-1 cytotox,KB-V1 cytotox,SW480 rereplic,GLP-1R inv ag,GLP1R cytotox,TDP43 rescue
CC(=O)Nc1ccc(C2Nc3c(C)cc(C)cc3-c3cc(C)nn32)cc1 (stereo not drawn),x,x,x,-8%,0%,x,-12%,-2%,-23%
O=C(CN1C(=O)C2CCCCC2C1=O)Nc1ccc(OC(F)F)c(Cl)c1 (stereo not drawn),-4%,-5%,0%,14%,4%,6%,u,-8%,6%
COc1ccccc1CCN1CCCC(CN(C)C(=O)c2ccoc2)C1 (stereo not drawn),-2%,2%,4%,10%,-5%,20%,-21%,-15%,2%
Cc1cc(OCCN2CCCCC2)nc2ccccc12,6%,-3%,-1%,3%,0%,-1%,-15%,15%,0%
CC(c1ccccc1)N1C(=O)c2ccc(C(=O)NCc3cccnc3)cc2C1=O (stereo not drawn),0%,4%,5%,-7%,0%,-21%,u,-11%,5%
O=C(Nc1cnn(Cc2ccc(F)cc2)c1)c1noc2c1CCCC2,5%,u,u,u,-18%,26%,u,-10%,u
O=C1N[C@H](Cc2ccccc2)COC(=O)[C@@H](Cc2ccc(F)cc2)CC/C=C/C[C@H]1CC(=O)N(CCO)Cc1ccccc1,3%,-26%,u,u,-8%,4%,-1%,-2%,u
CC(C)C(C(=O)NCc1ccco1)N(CC1CCCO1)C(=O)CNS(=O)(=O)c1ccc(F)cc1 (stereo not drawn),7%,5%,9%,17%,u,-2%,-1%,-21%,3%
CCOc1ccccc1NC1=CC(=O)CC(c2ccccc2)C1 (stereo not drawn),-1%,13µM*,u,0%,u,u,u,-41%,16%
COc1ccccc1C(C(=O)NC1CCCC1)N(C(=O)c1csnn1)C1CC1 (stereo not drawn),1%,-3%,-1%,0%,-27%,-2%,2%,-6%,-11%

(next part)
structure,GLP-1R agonist,HT1080 IDH1KD tx,HT1080-NT tox,KB-3-1 cytotox,KB-V1 cytotox,SW480 rereplic,GLP-1R inv ag,GLP1R cytotox,TDP43 rescue
Cc1ccc(NC2CCCN(C(=O)c3cc(C(C)C)[nH]n3)C2)cc1C (stereo not drawn),2%,2%,-7%,-9%,-2%,-4%,-22%,3%,19%
CN(C)c1ccc(/C=N/NC(=O)c2sccc2-n2cccc2)cc1,10%,4%,3%,-2%,-9%,0%,1%,11%,-9%
COc1ccc(/C(N)=N/OC(=O)CCCc2ccccc2)cc1,6%,-1%,3%,7%,25%,2%,-17%,12%,22µM*
CC1CCCCC1NC(=O)CCNS(=O)(=O)c1cc(Br)cnc1N (stereo not drawn),-2%,10%,1%,-9%,8%,-18%,u,0%,2%
CC(C)Cc1nnc(NC(=O)CCC(=O)N2CCN(c3ccccn3)CC2)s1,6%,4%,-4%,-4%,-28%,-4%,3%,4%,u
Cc1cccn2c(=O)c(C=O)c(N3CCCCCC3)nc12,22%,u,-6%,11%,15µM*,-9%,95%[activator],-16%,29%
O=C1c2ccccc2CCC12N=NCC2c1ccc(Br)cc1 (stereo not drawn),1%,-3%,18%,-8%,0%,-15%,-2%,1%,13µM*
CC(=C/c1ccccc1)/C=N/NC(=O)c1nnn(-c2nonc2N)c1CN1CCC(C)CC1,15%,-2%,0%,-6%,u,u,4µM*,-23%,-9%
CCCCn1c(N)c(N(CC(C)C)C(=O)c2cccc(S(=O)(=O)N3CCN(C)CC3)c2)c(=O)[nH]c1=O,2%,-4%,-4%,0%,7%,11%,19%,-4%,-16%
CCOC(=O)c1c(C)[nH]c(C)c1C(=O)CN1C(=O)NC2(CCCCCC2)C1=O,4%,7%,-3%,-4%,2%,0%,-14%,-3%,16%

Next compounds
structure,GLP-1R agonist,HT1080 IDH1KD tx,HT1080-NT tox,KB-3-1 cytotox,KB-V1 cytotox,SW480 rereplic,GLP-1R inv ag,GLP1R cytotox,TDP43 rescue
C=C1CCN([C@@H](CC(C)C)C(=O)N2CCOCC2)S(=O)(=O)c2ccccc21,3%,6%,-7%,0%,-4%,-5%,6%,-16%,9%
CC(=O)N1CCC(O)(c2ccc3c(c2)OCO3)CC1,-1%,-5%,-9%,-3%,-1%,0%,18%,-5%,-5%
Cc1nc2c(ncn2-c2ccccc2)c(=O)n1NC(=O)CN1CCCC1,-2%,12%,-18%,-3%,4%,3%,0%,-8%,5%
COc1ccccc1NCCC(=O)OCC(=O)NC1CCCC(C)C1C (stereo not drawn),5%,26%,26%,6%,u,1%,5%,2%,-1%
CCCCNC(=O)c1ccccc1NC(=O)CCC,-2%,-3%,0%,9%,-4%,5%,7%,1%,-3%
COc1ccc(/C(O)=C2/C(=O)C(=O)N(CCN3CCOCC3)C2c2cccnc2)cc1OC (stereo not drawn),2%,0%,5%,0%,25%,-3%,5%,-16%,-7%
CC(C)S(=O)(=O)c1csc(NC(=O)Nc2ccc(Cl)cc2)c1Cl,4%,u,u,u,21µM*,u,u,u,-2%
COc1cc(C)ccc1OCc1cc(C(=O)NCCN2CCOCC2)no1,-3%,-2%,13%,x,x,-3%,4%,6%,5%
CCN(c1ccccc1)S(=O)(=O)c1ccc(C(=O)NCCCn2ccnc2)cc1,14%,7%,0%,u,20%,-12%,u,20%,-12%
CC(Sc1nc(-c2ccccc2)cs1)C(=O)Nc1ccc(Cl)cn1 (stereo not drawn),-2%,-5%,-1%,-9%,0%,-3%,u,14%,-24%

Additional results follow.
structure,GLP-1R agonist,HT1080 IDH1KD tx,HT1080-NT tox,KB-3-1 cytotox,KB-V1 cytotox,SW480 rereplic,GLP-1R inv ag,GLP1R cytotox,TDP43 rescue
O=C(NNc1nc2ccc(F)cc2s1)c1cccc(F)c1,-3%,15µM*,u,u,-23%,185%,u,-21%,13µM*
Cc1cccc(Sc2ccc([N+](=O)[O-])cn2)c1,10%,0%,9%,3%,1%,12%,-13%,11%,11µM*
CC1CCCC/C1=N\NC(=S)Nc1ccccc1 (stereo not drawn),0%,1%,19%,19%,u,2%,3%,7%,11%
CCN(CCn1cccn1)C(=O)C1CCC(=O)N(CCN2CCOCC2)C1 (stereo not drawn),-2%,-1%,-3%,16%,10%,10%,0%,-6%,-1%
CN[C@@H](CO)C(=O)NC[C@H]1O[C@@H](n2cc(C)c(=O)[nH]c2=O)C[C@@H]1O,-5%,1%,0%,16%,u,x,21%,2%,0%
O=C(c1ccc(CN2CCc3ccccc3C2)cc1)N1CCN(c2ccccc2)CC1,1%,2%,4%,-6%,-1%,-7%,u,-17%,5%
COc1ccc(CC(=O)OC(C)C(=O)Nc2ccc(Cl)cn2)cc1 (stereo not drawn),-2%,4%,1%,u,u,-4%,9%,1%,16%
O=C(NCCN1CCN(S(=O)(=O)c2ccc([N+](=O)[O-])cc2)CC1)C(=O)Nc1ccccc1,-2%,2%,19%,0%,-1%,1%,-9%[7.66 µM],-1%[7.66 µM],15%
Cc1ccc(S(=O)(=O)N(C)C)cc1NC(=O)CN1CCN(Cc2ccccc2)CC1,6%,5%,6%,-7%,u,2%,11%,-10%,13%[9.22 µM]
Cc1ccc(OCCC(=O)OCC(=O)NCCc2ccccc2)cc1,3%,-5%,1%,0%,6%,-2%,-13%,3%,12%
CCN(CC)S(=O)(=O)c1ccc(Cl)c(C(=O)Oc2cccc(-c3cnc4ccccc4n3)c2)c1,-13%,1%,1%,0%,-4%,-3%,-4%,-8%,14%
Cc1cc(C)nc(NC(=O)C(c2ccccc2)c2ccccc2)n1,-2%,2%[9.24 µM],-1%,-1%,7%,3%,-9%,7%,-13%
Cc1ccc(S(=O)(=O)N(C)/C(=N/S(=O)(=O)c2ccccc2)c2ccccc2)cc1,-7%,4%,-2%,u,3%,6%,6%,0%,-13%

From PubChem BioAssay
